High-throughput results from PubChem.
DT40 TDP1 no CPT: qHTS for Inhibitors of human tyrosyl-DNA phosphodiesterase 1 (TDP1): qHTS in cells in absence of CPT. DT40 Tdp1-/- hTDP1 cells, no CPT, ATP luminescence, 48 h. Potency, µM (highest dose often 46.2 µM), without a hit: top-dose activity change, negative = growth inhibition, most hits filed as inhibitors. hit rate 15% among 420,000; further: nearly all actives have a fitted effect of over 55% in size
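Stably hTDP1-transfected Tdp1-null chicken DT40 cells were treated with library compounds minus camptothecin and grown for at least 48 hr at 37 °C, after which cellular ATP was quantified by luminescence.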
GCN5L2 inh: inhibitors of human GCN5L2 histone acetyltransferase. AID 504327. Q92830. hit rate 0.21% among 390,000. Potency, µM (doses to about 58.9 µM), without a hit: top-dose activity change, negative = inhibition, usual class: inhibitors. GCN5L2 HAT assay, ThioGlo1 CoA-SH fluorescence
Target sequence (Q92830 whole entry, looked up): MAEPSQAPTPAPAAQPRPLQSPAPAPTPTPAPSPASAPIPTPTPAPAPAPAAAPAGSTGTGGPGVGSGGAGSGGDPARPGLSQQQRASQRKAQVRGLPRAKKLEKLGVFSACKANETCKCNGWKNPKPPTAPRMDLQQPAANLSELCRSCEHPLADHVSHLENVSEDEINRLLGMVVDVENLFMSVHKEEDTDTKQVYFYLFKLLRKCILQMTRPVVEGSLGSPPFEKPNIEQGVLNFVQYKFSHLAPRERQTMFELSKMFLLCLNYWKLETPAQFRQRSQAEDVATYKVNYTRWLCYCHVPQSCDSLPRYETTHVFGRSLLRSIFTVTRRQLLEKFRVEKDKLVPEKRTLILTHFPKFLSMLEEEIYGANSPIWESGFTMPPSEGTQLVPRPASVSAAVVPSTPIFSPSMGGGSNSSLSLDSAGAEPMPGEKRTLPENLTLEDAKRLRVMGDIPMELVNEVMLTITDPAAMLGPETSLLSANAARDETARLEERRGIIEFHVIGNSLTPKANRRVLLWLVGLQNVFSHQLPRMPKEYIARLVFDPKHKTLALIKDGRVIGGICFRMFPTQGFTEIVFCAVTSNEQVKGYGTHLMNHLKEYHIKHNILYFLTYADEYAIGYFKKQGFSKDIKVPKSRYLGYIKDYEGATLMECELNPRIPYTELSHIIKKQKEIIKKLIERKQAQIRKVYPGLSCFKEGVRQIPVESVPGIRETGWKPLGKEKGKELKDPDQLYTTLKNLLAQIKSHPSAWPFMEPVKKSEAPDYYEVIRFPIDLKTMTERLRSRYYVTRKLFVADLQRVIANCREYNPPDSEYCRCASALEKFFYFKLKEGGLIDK
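Enzyme at 20nM final was mixed with library compounds for 15 min at room temperature. Peptide H3(1-25) at 75uM, acetyl-CoA at 70uM and ThioGlo1 at 50uM were then added. Plates were read immediately and after 20 min (Ex340nm/Em540nm).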
TDP1 inh: blocks human tyrosyl-DNA phosphodiesterase 1. Q9NUW8. recombinant TDP1, AlphaScreen DNA substrate cleavage. Potency, µM (top dose mostly 130 µM), inactives show at the highest dose activity change, negative = inhibition, actives largely listed as inhibitors. hit rate 0.28% among 350,000; further: nearly all actives have a fitted effect of over 40% in size
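Here, a 5' biotin and 3' phosphotyrosine-FITC DNA oligonucleotide reports Tdp1 activity: intact substrate bridges AlphaScreen beads, while cleavage leaves a 3' phosphate and drops signal. All incubations at room temperature.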
An asterisk follows results filed as active; u = inconclusive; x = no result given; & = joins results of further samples; [ ] = remark or other dose. The call rests on the fitted dose curve; in most records, active means well fitted curve in the direction sought with a large enough effect; inconclusive means small, poorly fitted or top-dose-only effect, or another doubt; inactive means no such curve, though single readings can be large; an effect the other way counts as inactive or inconclusive. On the % scale 0 is the no-effect control and ±100 the full control effect; potency means the concentration at half of the fitted maximal effect. An excerpt (hit frequency here may not be typical).

SMILES | DT40 TDP1 no CPT | GCN5L2 inh | TDP1 inh
CN(C(=O)CCNC(=O)Cn1ccc2ccccc2c1=O)c1ccc(Br)cc1 | 3.4% | -1.8% | 3.5%
COC(=O)c1sccc1NC(=O)Cn1nnc(-c2ccc(C)cc2)n1 | u | -9.5% | 1.1%
COc1ccc(-c2nnc(SCC(=O)N/N=C/c3ccccc3C(=O)O)n2-c2ccccc2)cc1 | -29.1% | -9.6% | -5.8%
NS(=O)(=O)c1ccc(NC(=S)Nc2ccc(Br)c(Cl)c2)cc1 | u | -17.2% | 7.4%
CC1(C(=O)OCC(=O)NCCNC(=O)COC(=O)C2(C)CC2(Cl)Cl)CC1(Cl)Cl (centres undefined) | 16.4µM* | 1.3% | 3.0%
C[C@H](CO)N1C[C@H](C)[C@@H](CN(C)S(C)(=O)=O)Oc2ccc(NC(=O)Nc3ccc4c(c3)OCO4)cc2C1=O | 3.4% | -0.3% | 2.2%
CSc1ccccc1C(=O)Nc1ccc(C)c(C)c1 | u | -20.5% | -0.5%
Cc1ccccc1NS(=O)(=O)c1ccc2c3c(cccc13)C(=O)N2C | u | -12.6% | -6.5%[56.1 µM]
CCc1ccc(NC(=O)CCc2nnc3ccc(N4CCC5(CC4)OCCO5)nn23)cc1 | 3.3% | -8.2% | 11.1%
CC(=O)C1C(=O)c2c(cccc2[N+](=O)[O-])C1=Nc1ccc(S(N)(=O)=O)cc1 (centres undefined) | u | 1.0% | 6.0%
CC1CN(C(=O)CCC(=O)NCCc2ccccc2)c2ccccc2O1 (centres undefined) | -3.1% | -34.3% | x
COc1ccc(CCNC(=O)CCCCn2c(=O)c3ccccc3n(Cc3ccccc3)c2=O)cc1OC | 20.6µM* | 4.0% | 7.3%
COc1cc(/C=N/NC(=S)Nc2cccc(S(=O)(=O)N(C)C)c2)cc(OC)c1O | u | 33.0%[activator] | 6.5%
Cc1ccc(S(=O)(=O)N(C)CCCC(=O)NC(C)(C)C)cc1 | 0.0% | -4.6% | -7.2%
NCCSc1c(-c2ccc(Cl)cc2)[nH]c2ccccc12 | u | -4.7% | 7.0%
CCOC(=O)c1ccc(NC(=S)N2CCN(CCO)CC2)cc1 | -14.8% | -8.3% | x
Cc1cccc(C(=O)Nc2ccc3ccccc3c2)c1 | u | u | 0.1%
CCN(CC(=O)NCc1cccs1)c1nnnn1-c1ccccc1 | u | 1.5% | 5.1%
CCCCNC(=O)CSc1nc2cc3c(cc2c(=O)n1CCCC(=O)NCc1ccc2c(c1)OCO2)OCO3 | -0.2% | -0.3% | -1.5%
O=C1N=C(N2CCCC2)S/C1=C\c1cccc(Br)c1 | u | -1.7% | 6.5%
C=CCN1c2ccccc2[C@]23C[C@@H](C(=O)OC)N(C(=O)c4cc(C)oc4C)C2=NC(C(=O)OC)=C(C(=O)OC)[C@H]13 | u | -4.7% | 14.6%[12.3 µM]
COc1ccc(/C=C2\Oc3cc(OCC(=O)N4CCC[C@H]4C(=O)O)ccc3C2=O)c(OC)c1OC | -10.1% | -3.7% | x
OCCCc1nc2n(n1)C(c1cccc(Cl)c1)C=C(c1ccccc1)N2 (centres undefined) | u | -2.0% | 6.6%
CCN(CC)S(=O)(=O)c1ccc(/C=C/C(=O)OCC(=O)Nc2cccc3ccccc23)cc1 | -15.1% | 4.3% | 3.4%
COc1ccc(CNc2ccnc(-c3ccc4c(c3)OCO4)n2)c(OC)c1 | u | -19.6% | x
Cc1ccc(-c2nnc(-c3ccc(NC(=O)Cc4cccs4)cc3)o2)cc1 | 18.4µM* | -2.0% | -4.3%
CC(C)NC(=O)CN(CCc1ccccc1)S(C)(=O)=O | -7.4% | 3.0% | 2.2%
Nc1c(C(=O)c2ccccc2)oc2ccc([N+](=O)[O-])cc12 | -6.3% | -4.3% | -0.6%
Cc1cc(OCc2cc(C(=O)N(C)CCOc3ccccc3)no2)cc(C)c1Cl | -14.8% | -12.7% | -11.0%
O=C(COC(=O)Cc1ccc(Cl)cc1Cl)Nc1ccccc1OC(F)F | -10.4% | -8.4% | 1.2%
CCOc1cc(/C=N\NC(=O)c2ccc(NC(=O)C(C)(C)C)cc2)ccc1OC(=O)c1ccc(C)cc1 | 29.1µM* | 11.2% | 3.4%
O=C(NCCCN1CCOCC1)c1cc(C(=O)C2CCCCC2)c[nH]1 | 4.2% | -5.0% | 5.9%
Cc1ccc(C(=O)NC2CCN(S(=O)(=O)c3ccc(C)cc3)CC2)cc1 | -14.4% | 4.5% | -2.4%
CCOCCCN(C(=O)Cn1nnc(-c2ccc(OC)c(OC)c2)n1)C(CC)C(=O)NC1CCCC1 (centres undefined) | -19.6% | -18.0% | 7.7%
CCOc1ccc(NC(=O)c2c(NC(=O)c3ccco3)sc3c2CCC(C(C)(C)C)C3)cc1 (centres undefined) | 2.3% | -8.1% | x
O=[N+]([O-])c1ccn(-c2nc(-c3cccs3)cc(C(F)(F)F)n2)n1 | -21.4% | -6.7% | 3.7%
CC1=NN(C(N)=S)C(=O)C1N=Nc1c(Br)cc(Br)cc1Br (centres undefined) | -28.2% | -15.2% | x
CCOc1ccc(C(=O)NCc2nc3cccnc3n2Cc2ccc(F)cc2)cc1OCC | -21.7% | -5.6% | 11.0%
O=C1Nc2cc(Cl)c(Cl)cc2N(O)N1c1ccc(Cl)c(Cl)c1 | -6.8% | -11.8% | -0.5%
CC1CN(C)C(C)CC1NCc1ccc2c(c1)OCO2 (centres undefined) | -4.2% | 0.9% | 2.0%
Cc1ccccc1N1C(=O)CC(N2CCN(C(=O)c3ccco3)CC2)C1=O (centres undefined) | 14.0% | u | -2.5%
Cc1ccccc1N=Nc1c(C)[nH]n(-c2ccccc2)c1=O | -22.0% | 2.2% | 5.1%
CC1CCN(S(=O)(=O)c2ccc(S(=O)(=O)NCc3cccnc3)cc2)CC1 | -16.9% | 2.8% | -5.1%
Cc1cc(C)cc(C(=O)Nc2ccc(NC(=O)c3cccs3)cc2)c1 | u | -3.4% | 1.3%
CN1CCN(c2nc(-c3ccccc3)ncc2S(=O)(=O)c2ccccc2)CC1 | u | -16.7% | -5.4%
CCn1c(SCC(=O)Nc2nc(C)cs2)nnc1-c1ccco1 | -22.7% | 0.8% | 2.1%
c1ccc(C2=Nn3c(nnc3-c3n[nH]c4c3CCC4)SC2)cc1 | u | -5.5% | 5.1%
O=C(C[C@H]1C/C=C\C[C@H](NC(=O)OCC2c3ccccc3-c3ccccc32)C(=O)OC[C@H](Cc2ccccc2)NC1=O)N[C@H](CO)Cc1ccccc1 | 5.17µM* | -1.8% | -4.6%
Cc1ccc(/C=C/C(=O)N2CCC(Cc3ccccc3)CC2)cc1 | u | -7.9% | -1.2%
Cc1ccc(NC(=O)CN2C(=O)CCSc3ccccc32)c(C)c1 | x | 1.4% | -5.9%
CCOC(=O)C1=C(c2ccccc2)Nc2ncnn2C1c1ccc(O)cc1 (centres undefined) | -24.8% | -4.2% | 5.5%
CCOC(=O)c1ccc(CN(Cc2ccccc2)S(=O)(=O)c2ccc(C)cc2)cc1 | 16.4µM* | -8.5% | -2.3%
COc1ccc(Cl)cc1C(=O)Nc1cccnc1 | 17.9% | -0.3% | x
NC(=O)c1ccc(-n2c(CCC(=O)O)ccc2-c2cccs2)cc1 | -13.6% | u | 2.7%
Nc1nc(N2CCN(c3ccc(Cl)cc3)CC2)n[nH]1 | -9.0% | -19.0% | 2.7%
CN1CCC[C@@H]1CCNC(=O)c1cccc2c1C(=O)c1ccc(N3CCCC3)cc1S2(=O)=O | -17.1% | 2.9% | 0.7%
CC(C)NC(=O)CN1CCN(Cc2nc(C(c3ccccc3)c3ccccc3)no2)CC1 | -14.4% | -3.3% | 0.0%
CC(C)c1ccc(Nc2cc(C(=O)NC3CCCCC3)c3ccccc3n2)cc1 | 20.6µM* | 1.3% | 2.3%
CCOCCCNC(=O)N1CCOCC1 | -1.1% | -16.1% | -2.2%
CS(=O)(=O)Oc1ccc2c(c1)O/C(=C\C=C\c1ccccc1)C2=O | u | -13.4% | 10.0%

Carrying on:
SMILES | DT40 TDP1 no CPT | GCN5L2 inh | TDP1 inh
CCc1cccc(NS(=O)(=O)c2c(C)[nH]c(=O)[nH]c2=O)c1 | 10.6%&-12.2% | -8.9%&-5.2% | 5.2%
O=[N+]([O-])c1ccc2c(c1)c(-c1ccccc1)nc1nncn12 | 7.31µM* | -4.3% | -1.2%
O=C(CC1Oc2ccccc2NC1=O)NCCCN1CCCC1=O (centres undefined) | -11.4% | -3.7% | 2.0%
N#Cc1ccccc1OCC(=O)Nc1ccc2c(c1)OCCCO2 | -22.2% | -3.7% | x
N#CCCn1cc(/C=N/O)c(-c2ccc(-c3ccccc3)cc2)n1 | u | -8.3% | 5.1%
O=C(NCC(=O)N(CC1CCCO1)C1(C(=O)NC2CCCC2)CCCCC1)c1ccccc1 (centres undefined) | -11.0% | u | 5.0%
CCCCN(C)CCNC(=O)C1CCN(c2nc3ccc(CC)cc3s2)CC1 | 23.1µM* | 2.2% | -2.9%
CCC(=O)OCc1c(C(F)(F)F)nn(C)c1Oc1cccc(C(F)(F)F)c1 | 16.5% | 0.0% | -3.9%
CCC(C)NC(=O)CSC1=Nc2ccccc2C2=NC(c3ccccc3)C(=O)N12 (centres undefined) | -15.0% | -4.2%[0.501 µM] | 3.6%
Cc1ccc(Cn2cccc(NC(=O)NC3CCCCC3)c2=O)cc1 | 0.0% | 18.5% | 0.0%
COc1ccc(-n2c(=O)c3ccccc3n(CC(=O)OCc3ccccc3)c2=O)cc1OC | -19.1% | -6.7% | 1.1%
Nc1c(-c2cccs2)cnn1-c1nc(-c2ccc(Cl)cc2Cl)cs1 | u | 2.9% | 7.9%
Cc1ccc(-c2noc(-c3ccc(N4CCCC4)c([N+](=O)[O-])c3)n2)cc1 | u | -1.8% | 5.7%
CCCN1C(=O)CSC1=Nc1ccccc1 | -5.9% | -2.2% | -5.1%

Structural class, the compounds so far containing a Cl atom.
SMILES | DT40 TDP1 no CPT | GCN5L2 inh | TDP1 inh
NS(=O)(=O)c1ccc(NC(=S)Nc2ccc(Br)c(Cl)c2)cc1 | u | -17.2% | 7.4%
CC1(C(=O)OCC(=O)NCCNC(=O)COC(=O)C2(C)CC2(Cl)Cl)CC1(Cl)Cl (centres undefined) | 16.4µM* | 1.3% | 3.0%
NCCSc1c(-c2ccc(Cl)cc2)[nH]c2ccccc12 | u | -4.7% | 7.0%
OCCCc1nc2n(n1)C(c1cccc(Cl)c1)C=C(c1ccccc1)N2 (centres undefined) | u | -2.0% | 6.6%
Cc1cc(OCc2cc(C(=O)N(C)CCOc3ccccc3)no2)cc(C)c1Cl | -14.8% | -12.7% | -11.0%
O=C(COC(=O)Cc1ccc(Cl)cc1Cl)Nc1ccccc1OC(F)F | -10.4% | -8.4% | 1.2%
O=C1Nc2cc(Cl)c(Cl)cc2N(O)N1c1ccc(Cl)c(Cl)c1 | -6.8% | -11.8% | -0.5%
COc1ccc(Cl)cc1C(=O)Nc1cccnc1 | 17.9% | -0.3% | x
Nc1nc(N2CCN(c3ccc(Cl)cc3)CC2)n[nH]1 | -9.0% | -19.0% | 2.7%
Nc1c(-c2cccs2)cnn1-c1nc(-c2ccc(Cl)cc2Cl)cs1 | u | 2.9% | 7.9%
